Bioassay records (PubChem BioAssay)
POLH inh: DNA polymerase eta (human) inhibition; Q9Y253; recombinant Pol eta, fluorescent DNA replication assay; Potency, µM (titrated, usually from 114 µM), without a hit: at the top dose activity change, negative = inhibition, most hits filed as inhibitors; 390,000 compounds, 1.2% hits; AID 588591; note: potency is the fitted concentration of half-maximal effect; % is set by controls: 0 for no effect and ±100 for the full control effect
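Pol eta at 10 nM preincubated with compounds 15 min at room temperature; reaction started with fluorescent substrate (50 nM final) and read kinetically at 0 and 10 min.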
Pol kappa inh: DNA polymerase kappa (human) inhibition | purified Pol kappa, fluorescent DNA synthesis assay, 10 min | 400,000 compounds, 0.53% hits | Q9UBT6 | Potency, µM (doses to about 107 µM), for inactives: at the top dose activity, negative = inhibition, most hits filed as inhibitors | AID 588579; note: potency is the fitted concentration of half-maximal effect; % is set by controls: 0 for no effect and ±100 for the full control effect
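50 nM final substrate added after 15 min RT preincubation of 10 nM Pol kappa with compound; fluorescence read at 0 and 10 min.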
RXFP1 antag: RXFP1 (human) relaxin receptor antagonism; AID 1259400; HEK293-RXFP1, relaxin-stimulated cAMP HTRF, 30 min; stronger effect = lower value; Q9HBX9; activity change, negative = inhibition, % at 57.5 µM; 350,000 compounds, 0.59% hits;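 active = activity change of -60% or lower, but not beyond a set lower limit; inconclusive = change between -60% and -40%, or beyond the set limit; inactive = change above -40%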; note: % is set by controls: 0 for no effect and ±100 for the full control effect
APEX1 inh: inhibitors of human APE1 endonuclease; P27695; recombinant APE1, TAMRA/BHQ-2 abasic DNA cleavage fluorescence; Potency, µM (series often up to 65.8 µM), inactives show at the top dose activity change, negative = inhibition, actives largely listed as inhibitors; 350,000 compounds, 0.35% hits; AID 2517;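 note: potency is the fitted concentration of half-maximal effect; plate controls were vehicle for no effect and reference inhibitor for full effect; nearly all actives have a fitted effect of over 55% in size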
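Endonuclease cleavage of a quenched abasic-site DNA duplex (50 nM) by APE1 (0.75 nM) was tracked by TAMRA dequenching. Compounds were preincubated with enzyme 15 min at room temperature; data normalized to buffer-only and DMSO wells plus NSC13755 control.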
Pol beta inh: inhibitors of human DNA polymerase beta | P06746 | Pol beta primer extension/strand displacement, fluorescence kinetic | Potency, µM (doses to about 114 µM), without a hit: at the highest dose activity change, negative = inhibition, actives largely listed as inhibitors | 340,000 compounds, 1.3% hits; note: potency is the fitted concentration of half-maximal effect; % is set by controls: 0 for no effect and ±100 for the full control effect
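Homogeneous kinetic assay of primer extension and strand displacement by 10 nM Pol beta, preincubated 15 min at room temperature with compound before 50 nM substrate (final) was added. Read at 0 and 10 min; four-parameter Hill fit.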
BLM inh: Bloom syndrome helicase (human) inhibition | Potency, µM (titrated, usually from 56.1 µM), inactives show at the top dose activity change, negative = inhibition, usual class: inhibitors | P54132 | recombinant BLM DNA unwinding, fluorescence dequenching | AID 2528 | 350,000 compounds, 0.2% hits;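 note: potency is the fitted concentration of half-maximal effect; plate controls were vehicle for no effect and no enzyme for full effect; nearly all actives have a fitted effect of over 35% in size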
Pol iota inh: blocks human DNA polymerase iota activity | Q9UNA4 | Pol iota fluorescent replication assay, 10 min | Potency, µM (titrated, usually from 115 µM), for inactives: top-dose activity, negative = inhibition, actives largely listed as inhibitors | 390,000 compounds, 1% hits; note: potency is the fitted concentration of half-maximal effect
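Fluorescent replication assay read twice, at 0 min and 10 min after adding 50 nM (final) substrate. Enzyme (10 nM) and compounds were first incubated 15 min at room temperature; enzyme-free buffer wells were negative controls.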
Apoferritin bind: candidate novel general anesthetic via apoferritin binding; apoferritin/1-aminoanthracene competitive binding, fluorescence; Potency, µM (top dose mostly 77.5 µM), without a hit: at the top dose activity change, negative = displacement, hits mostly inhibitors; 350,000 compounds, 0.074% hits; AID 485281; P02791; note: potency is the fitted concentration of half-maximal effect; % is set by controls: 0 for no effect and ±100 for the full control effect; nearly all actives have a fitted effect of over 20% in size
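Horse-spleen apoferritin (10 uM) in 50% saturated 1-aminoanthracene in PBS was incubated 10 min at room temperature with compound. Fluorescence (ex 380, em 535 nm) was normalized to free and bound 1-AMA, with concentration-response fitted by a four-parameter Hill equation.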
Tb PGK inh: blocks T. brucei phosphoglycerate kinase. P07378. PGK/GAPDH coupled, Kinase-Glo luminescence, 60 min. Potency, µM (top dose mostly 57.5 µM), for the others: at the top dose activity change, negative = inhibition, most hits filed as inhibitors. 380,000 compounds, 0.043% hits. AID 602233; note: potency is the fitted concentration of half-maximal effect; % is set by controls: 0 for no effect and ±100 for the full control effect; nearly all actives have a fitted effect of over 60% in size
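Luminescent ATP detection (Kinase-Glo Plus) follows a 60-minute room-temperature incubation, with wells lacking PGK as controls. Buffer: 100 mM TEA (pH 7.6), 5 mM MgCl2, 0.01% Tween-20. Coupling enzyme GAPDH (100 nM final) supplies unstable 1,3-BPG in-well.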
* hit, by the source's call; i = inactive; ? = inconclusive; nt = no result given; & = joins results of further samples; [ ] = remark or other dose. Unless noted, calls come from the whole dose curve; as a rule, active = well fitted curve in the direction sought with a large enough effect; inconclusive = small, poorly fitted or top-dose-only effect, or another doubt; inactive = no such curve, though single readings can be large; an effect the other way counts as inactive or inconclusive. This is a subset; rates above refer to the full screens.

no.	Molecule	POLH inh	Pol kappa inh	RXFP1 antag	APEX1 inh	Pol beta inh
1	CCOC(=O)C1(CC)NC(c2ccco2)C2C(=O)N(C)C(=O)C21 (stereo not given)	-4%	-7%	2	-1%	1%
2	CCc1nnc(N/N=C/c2c(F)cccc2Cl)n1N	-12%	-1%	9	-6%	-28%
3	COC(=O)CC1Oc2ccc(Cl)cc2-n2cc(-c3ccccc3)nc21 (stereo not given)	-3%	11%	nt	nt	1%
4	COC(=O)c1c(-c2c(Cl)cccc2Cl)noc1C(=O)NN	-23%	-9%	-12	-3%	7%
5	Cc1cc(C)c2c(-n3cccc3)nn(C)c2n1	-9%	2%	-9	11%	28%
6	O=C(C[n+]1cccc(Br)c1)c1cccs1	-4%	12%&-9%	5	-7%	2%
7	CCCCn1c(N)c(N(CC)C(=O)c2cc3c(s2)CCCCC3)c(=O)[nH]c1=O	-12%	-1%	-1	47%[activator]	nt
8	Cc1occc1C(=O)NNC(=O)c1ccccc1[N+](=O)[O-]	5%	1%	8	1%	12%
9	CCN(CC)S(=O)(=O)c1ccc(N2CCCC2)c(C(=O)OCC(=O)/C(C#N)=C(\C)N)c1	-9%	-10%	-7	-3%	3%
10	COc1ccc(CCN2CNc3c(c(=O)n(C)c(=O)n3C)C2)cc1OC	4%	-4%	0	?	6%
11	Cn1c(N)c(C(=O)COC(=O)CNC(=O)c2ccccc2Cl)c(=O)n(C)c1=O	-15%	-7%	-4	-10%	nt
12	O=C(/C=C/c1ccccc1)NCCc1nc2ccccc2[nH]1	-20%	-8%	-4	6%	-1%

no.	BLM inh	Pol iota inh	Apoferritin bind	Tb PGK inh
1	0%	-1%	3%	-4%
2	0%	10µM*	6%	i
3	-4%	11%	41%[activator]	-3%
4	-7%	1%[58.9 µM]	-10%	-7%
5	1%	7%	-6%	-5%
6	1%	14%&18%	-4%	0%
7	nt	25%	nt	i
8	0%	-8%	-8%	-3%
9	-8%	-15%	-12%	3%
10	1%	22%	32%[activator]	4%
11	nt	41%[activator]	nt	5%
12	0%	14%	-1%	0%

Following part.
no.	Molecule	POLH inh	Pol kappa inh	RXFP1 antag	APEX1 inh	Pol beta inh
13	Nc1cc(N)nc(SCC(=O)N2CCN(S(=O)(=O)c3ccccc3)CC2)n1	31%[activator]	-2%	7	3%	-18%
14	Cc1cc(C)cc(NC(=O)CCc2c(C)nn(-c3ccc(N4CCCCC4)nn3)c2C)c1	-6%	-14%	8	-3%	-2%
15	CCOc1ccc(Nc2cc(=O)oc3ccccc23)cc1	-4%	-21%	-15	0%	-22%
16	COc1ccc(-c2nnn(-c3cc(Cl)cc(Cl)c3)c2N)cc1	-14%	2%	-26	12%	?
17	COc1cc(O)c(C(CC(=O)N2CCCCC2)c2ccc3c(c2)OCO3)c(OC)c1 (stereo not given)	-11%	15%&3%	nt	-1%&-4%	11%
18	CCN(CC(=O)NCc1cccs1)S(=O)(=O)c1ccc(C(C)C)cc1	-3%	-4%	-13	-2%	15%
19	CNC(=O)NC(=O)COC(=O)CCCOc1ccc(OC)cc1	9%	-3%	-5	-7%	26%
20	CCOc1ccc(NC(=O)COC(=O)c2cc([N+](=O)[O-])ccc2N2CCOCC2)cc1	-25%	-37%	11	28%	nt
21	CCOC(=O)c1ccc(N=c2sc(C(=O)OC)cc(=O)n2Cc2ccc3c(c2)OCO3)cc1	-18%	4%	14	?	3%
22	COC(=O)c1sccc1NC(=S)N1CC(C)CC(C)C1 (stereo not given)	0%	-12%	-24	-2%	-1%
23	CN(CC(=O)Nc1ccccc1C(F)(F)F)C(=O)CCc1nc2sc3c(c2c(=O)[nH]1)CCCC3	45µM*	-9%	6	-18%	?
24	COc1ccc(CCC(=O)Nc2cc(Cl)ccc2OC)cc1	-6%	-13%	-15	0%	6%

no.	BLM inh	Pol iota inh	Apoferritin bind	Tb PGK inh
13	-1%	?	-4%	1%
14	-10%	0%	2%	3%
15	-4%	?	-1%	nt
16	-8%	27%	-7%	-9%
17	-6%&-3%	-2%&8%	?	i
18	-4%	13%	-18%	7%
19	-2%	4%	-9%	-10%
20	nt	?	nt	i
21	1%	?	4%	-3%
22	-8%	-2%	-21%	-17%
23	-16%	?	-5%	6%
24	-2%	-8%	-12%	nt

4 structures already listed, arranged by number of heavy atoms, rising.
no.	Molecule	POLH inh	Pol kappa inh	RXFP1 antag	APEX1 inh	Pol beta inh
15	CCOc1ccc(Nc2cc(=O)oc3ccccc23)cc1	-4%	-21%	-15	0%	-22%
10	COc1ccc(CCN2CNc3c(c(=O)n(C)c(=O)n3C)C2)cc1OC	4%	-4%	0	?	6%
7	CCCCn1c(N)c(N(CC)C(=O)c2cc3c(s2)CCCCC3)c(=O)[nH]c1=O	-12%	-1%	-1	47%[activator]	nt
14	Cc1cc(C)cc(NC(=O)CCc2c(C)nn(-c3ccc(N4CCCCC4)nn3)c2C)c1	-6%	-14%	8	-3%	-2%

no.	BLM inh	Pol iota inh	Apoferritin bind	Tb PGK inh
15	-4%	?	-1%	nt
10	1%	22%	32%[activator]	4%
7	nt	25%	nt	i
14	-10%	0%	2%	3%

New compounds follow.
no.	Molecule	POLH inh	Pol kappa inh	RXFP1 antag	APEX1 inh	Pol beta inh
25	CCC(C(=O)NC1CCCCC1)N(CC1CCCO1)C(=O)CNS(=O)(=O)c1ccc(OC)cc1 (stereo not given)	-8%	-6%	0	-3%	4%
26	NCC1O[C@H](O[C@@H]2C(O)[C@H](O[C@H]3OC(CO)C(O)C(N)C3O)[C@@H](N)C[C@H]2N)[C@@H](N)CC1O (stereo not given in full)	nt	-6%[60.1 µM]	nt	2%	nt
27	CNC(=O)c1ccc(NC(=O)CC23CC4CC(CC(C4)C2)C3)cc1	11%	-10%	-8	-9%	34%
28	CC(C(=O)Nc1ccccc1)C(=O)Nc1ccccc1	-9%	15%	-5	-19%	5%
29	COc1ccc(NC(=O)COC(=O)CNC(=O)c2cc(OC)c(OC)c(OC)c2)cc1	-8%	-8%	nt	1%	52%
30	CCOC(=O)C1CCCN(C(=O)c2cc3c(C)nc4ccccc4c3o2)C1 (stereo not given)	-5%	-2%	9	0%	3%
31	CCc1cccc(C)c1NC(=O)CC(C)(C)CC(=O)O	-13%	7%	-14	14%	?
32	CCOc1ccc(N(CC)C(=O)CCS(=O)(=O)c2cccc3nonc23)cc1	-27%	7%	10	26%	51%
33	C#CCNC(=O)C1=C[C@H](c2csc3ccccc23)C[C@H](OCCCCO)O1	-10%	7%	nt	4%	-22%
34	O=C(CNC1CCCCCC1)Nc1ccccc1N1CCCCC1	-20%	-5%	-19	-6%	17%
35	Cc1nc(C)c(C(=O)Nc2cccc(F)c2)s1	-13%	-29%	17	5%	11%
36	Cc1ccc(CNS(=O)(=O)c2cn(C)cn2)cc1	-14%	-14%	1	6%	-12%

no.	BLM inh	Pol iota inh	Apoferritin bind	Tb PGK inh
25	-1%	15%	-13%	-5%
26	-8%	nt	2%	nt
27	-3%	1%	-17%	-5%
28	1%	19%	-8%	-4%
29	3%	15%	-2%	i
30	-5%	-19%[58.9 µM]	-2%	-8%
31	-7%	106%[activator]	-1%	-1%
32	-4%	31%[activator]	-11%	0%
33	-2%	1%	-19%	-9%
34	-9%	-4%	-5%	-8%
35	-3%	38%[activator]	4%	-9%
36	-3%	-15%	-6%	i

New compounds follow.
no.	Molecule	POLH inh	Pol kappa inh	RXFP1 antag	APEX1 inh	Pol beta inh
37	Cc1cc(C)c2c(=O)[nH]c(SCC(=O)N3CCCCC3)nc2n1	-1%	-19%	2	0%	0%
38	Cc1cccc(NC(=O)Cn2cccc2)c1	8%	-5%	-9	3%	10%
39	S=C(Nc1ccccc1)c1nc2ccccc2s1	-9%	-2%	14	-2%	4%
40	Cc1noc(C)c1C(=O)OC(C)C(=O)N(C)c1ccccc1 (stereo not given)	-13%	0%	0	9%	nt
41	COCCCn1c(SCC(=O)N(C)C)nnc1-c1ccccc1	8%	-7%	3	-3%	17%
42	Cc1ccc([N+](=O)[O-])c2c1C(N1CC(C)OC(C)C1)C(C)(C)O2 (stereo not given)	-13%	-10%	0	-3%	20%
43	CCOc1ccc(S(=O)(=O)Nc2nc3ccccc3nc2-n2ccc(=NC(=O)c3cccs3)cc2)cc1	-3%	-5%	4	0%	-23%
44	O=C(NC1C(=O)NNC1c1ccccc1)c1ccccc1 (stereo not given)	-12%	0%	-6	-4%	30%
45	Cn1c(=O)c2cc(C(=O)Nc3cccc(C#N)c3)sc2c2ccccc21	-10%	-2%	-16	nt	4%
46	CSCCC(NC(=O)c1ccc(Cl)cc1Cl)C(=O)OC(C)C(=O)NCc1ccco1 (stereo not given)	-13%	-7%	-15	50%	nt

no.	BLM inh	Pol iota inh	Apoferritin bind	Tb PGK inh
37	2%	12%	-8%	i
38	0%	5%[58.9 µM]	-19%	-9%
39	-1%	4%	0%	-6%
40	nt	16%	nt	1%
41	-1%	7%	-6%	i
42	-4%	73%[activator]	-15%	i
43	-6%	-11%	-15%	nt
44	-1%	-3%	-10%	i
45	0%	6%	6%	-7%
46	nt	-1%	nt	-2%
